# AmpC detergent: inhibitors of E. coli AmpC beta-lactamase with detergent | AID 485294 | AmpC hydrolysis of nitrocefin, absorbance 480 nm, 0.01% Triton | Potency, µM (doses to about 114 µM), without a hit: top-dose activity change, negative = inhibition, usual class: inhibitors | 0.041% of 370,000 active | P00811;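 further: potency means the concentration at half of the fitted maximal effect; 0% = no-compound wells and -100% = no-enzyme wells; nearly all actives have a fitted effect of over 25% in size; some results filed as inactive show a strong effect at the top dose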
# Target sequence (P00811 whole entry, looked up): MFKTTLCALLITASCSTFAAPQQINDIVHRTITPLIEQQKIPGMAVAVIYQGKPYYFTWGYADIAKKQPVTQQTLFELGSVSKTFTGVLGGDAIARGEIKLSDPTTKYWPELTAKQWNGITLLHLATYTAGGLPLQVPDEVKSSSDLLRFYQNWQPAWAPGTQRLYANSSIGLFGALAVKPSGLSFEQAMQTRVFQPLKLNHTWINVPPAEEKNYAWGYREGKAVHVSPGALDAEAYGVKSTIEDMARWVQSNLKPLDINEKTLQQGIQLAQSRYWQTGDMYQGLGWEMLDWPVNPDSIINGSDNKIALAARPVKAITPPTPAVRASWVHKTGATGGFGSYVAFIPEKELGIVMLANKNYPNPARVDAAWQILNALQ
#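 20 mM phosphate pH 7.0 + 0.01% (detergent screen) or 0.0001% Triton X-100; 5.3 nM AmpC reagent; cpd preinc 15 min RT; nitrocefin (800 uM stock) to start; A480 q20 s × 4 min; Activity was normalised to no-enzyme and no-compound control wells.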
# HCV inhibitor: inhibitors of hepatitis C virus infection; Huh7.5.1 HCVcc-Cre infection, luciferase reporter, 44 h; Potency, µM (doses to about 41.8 µM), inactives show top-dose activity change, negative = inhibition, actives largely listed as inhibitors; 3.4% of 340,000 active; AID 651820; further: potency means the concentration at half of the fitted maximal effect
#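 Infectious HCV cell culture screen: compound-treated cells (1,000/well, pre-plated 4 h) are infected with HCVcc-Cre at roughly 0.5 moi and grown 44 h. Infection is quantified by luciferase signal after 15 min substrate incubation at room temperature.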
# HCMV inh: inhibitors of human cytomegalovirus. HFF cells, HCMV-luciferase reporter, 72 h; active compounds read low. activity change, negative = inhibition, % at 57.5 µM. 4.5% of 410,000 active. AID 1259415; in the data active means activity change below about -60%; inconclusive means no clear call, values can overlap the other calls; inactive means above about -39%
#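 HFF cells seeded 16 h at 37C, treated with compounds, infected with luciferase-reporter HCMV at MOI 1 PFU/cell; luciferase read at 72 h post infection, normalized to buffer-only and Salinomycin controls.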
# Sm TGR inh: S. mansoni TGR enzyme inhibition; Q962Y6; purified TGR, DTNB reduction, TNB absorbance 405 nm; Potency, µM (highest dose often 114 µM), for inactives: at the highest dose activity change, negative = inhibition, hits mostly inhibitors; 3% of 360,000 active; AID 485364; further: potency means the concentration at half of the fitted maximal effect; nearly all actives have a fitted effect of over 60% in size
#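 Kinetic colorimetric format: TGR-catalysed, NADPH-driven DTNB reduction monitored via TNB absorbance. Enzyme dispensed at 20 nM; compound exposure 15 min at room temperature before reaction start.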
# Giardia FBPA inh: inhibitors of Giardia lamblia fructose-1,6-bisphosphate aldolase. A8B2U2. purified Giardia FBPA. Potency, µM (top dose mostly 59.6 µM), without a hit: at the top dose activity, negative = inhibition, hits mostly inhibitors. 0.71% of 290,000 active. AID 2451; further: potency means the concentration at half of the fitted maximal effect; nearly all actives have a fitted effect of over 55% in size
# Target sequence (A8B2U2 whole entry, looked up): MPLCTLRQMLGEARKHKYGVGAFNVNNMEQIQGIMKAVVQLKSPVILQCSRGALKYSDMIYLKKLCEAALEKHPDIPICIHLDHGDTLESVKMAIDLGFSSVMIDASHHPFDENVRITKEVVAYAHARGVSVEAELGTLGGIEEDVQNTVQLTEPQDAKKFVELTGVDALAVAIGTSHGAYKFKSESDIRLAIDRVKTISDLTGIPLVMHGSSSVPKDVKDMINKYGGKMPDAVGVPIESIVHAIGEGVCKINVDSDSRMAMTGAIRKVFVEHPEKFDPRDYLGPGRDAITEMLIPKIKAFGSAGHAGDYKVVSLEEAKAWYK
#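 Giardia FBPA (40 nM reagent) was preincubated 10 min at RT with compound (up to 57.5 uM final), then substrate plus GAPDH/TPI/NAD/arsenate coupling system with diaphorase/resazurin was added; resorufin fluorescence (525/598 nm) was read after 20 min.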
# AMA1-RON2 inh: AMA1-RON2 (P. falciparum) interaction inhibition. AlphaScreen AMA1-biotinylated RON2 peptide binding. Potency, µM (series often up to 58.2 µM), without a hit: top-dose activity change, negative = inhibition, most hits filed as inhibitors. 0.2% of 360,000 active;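 further: potency means the concentration at half of the fitted maximal effect; 0% = vehicle wells and -100% = peptide control; nearly all actives have a fitted effect of over 45% in size; some results filed as inactive show a strong effect at the top dose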
#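 AMA1 (3D7) with his tag at 25 nM final met compounds first, then biotinylated RON2 peptide at 25 nM; detection used donor plus acceptor beads, 10 µg/mL apiece, read by AlphaScreen after 30 min at room temperature.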
# Active calls of the source: *; u = inconclusive; x = not tested or not shown; & = joins results of further samples; [ ] = remark or other dose. Unless noted, the call rests on the fitted dose curve; in most records, active means well fitted curve in the direction sought with a large enough effect; inconclusive means small, poorly fitted or top-dose-only effect, or another doubt; inactive means no such curve, though single readings can be large; an effect the other way counts as inactive or inconclusive. Unless noted, on the % scale 0 is the no-effect control and ±100 the full control effect.
SMILES,AmpC detergent,HCV inhibitor,HCMV inh,Sm TGR inh,Giardia FBPA inh,AMA1-RON2 inh
CC1Sc2ccc(S(=O)(=O)CCC(=O)NCc3ccc(Cl)cc3)cc2NC1=O (configuration not stated),-2%,u,0,-17%,x,22%
COc1ccc(C2c3ccc(O)cc3Oc3ncn4nc(-c5ccccn5)nc4c32)cc1 (configuration not stated),5%,-13%,-37,0%,7%,78%[activator]
Cc1ccc(C(=O)c2cc(C)sc2NC(=O)CN2CCN(C(=O)c3ccco3)CC2)cc1,u,13µM*,5,0%,-10%,-24%
O=C(CCNS(=O)(=O)c1ccccc1C(F)(F)F)Nc1ccncc1,1%,8%,7,-1%,x,-6%
COc1cc(C(=O)OCC(=O)NCC2CCCCC2)ccc1OCC(C)C,u,13%,-11,5%,x,-12%
COc1ccccc1CN1CC(C(=O)NCc2cccc(Cl)c2)CCC1=O (configuration not stated),u,-6%,-13,-2%,x,6%
CC(=O)c1ccc(NC(=O)CN2CCOCC2)cc1,0%,-5%,26,9%,u,-4%
CCOC(=O)C1(CC2CC2)CCN(C(=O)c2cccnc2C)CC1,1%,8%,21,32%,-4%,-1%
O=S(=O)(Nc1nc2n(n1)C(c1ccc(F)cc1)C=C(c1ccccc1)N2)c1ccc(Cl)cc1 (configuration not stated),16%,x,12,-3%,x,x
CCCCn1c(N)c(N(CC(C)C)C(=O)CN2C(=O)C3CCCCC3C2=O)c(=O)[nH]c1=O (configuration not stated),u,5%,-20,-4%,x,-12%
CC(C)Cn1cnc2c(c(-c3ccccc3)c(-c3ccccc3)n2Cc2ccco2)c1=N,-3%,11µM*,-28,6%,7%,-11%
CC(C)Nc1ccc(Nc2ccnc3cc4ccccc4cc23)cc1,10%,u,-100*,-14%,-12%,7.9µM*
CN(C)C(CNC(=O)c1ccc(S(=O)(=O)Nc2ccccc2F)cc1)c1ccccc1 (configuration not stated),-12%,x,15,6%,x,-5%
CCCOc1ccc(Cn2c(C)nc([N+](=O)[O-])c2SCC(O)COC)cc1[N+](=O)[O-] (configuration not stated),-1%,-17%,-37,42%[activator],0%,-12%
CCCN1CCc2c(sc(NC(=O)CCS(=O)(=O)c3ccccc3)c2C(N)=O)C1,u,-22%,-92*,79%[activator],-26%,-11%
CC(C)OC(=O)NCCOC(=O)Nc1ccccc1Cl,u,-5%,u,-9%,0%,1%
CCOc1ccc(/C=C/C(=O)NCCc2ccc(OC)c(OC)c2)cc1,-3%,-4%,0,0%,-3%,-2%
COc1ccc2c(c1)c(C(=O)CN1CCN(Cc3ccccc3)CC1)c(C)n2C,-4%,-29%,50,0%,-10%,-18%
CCOc1ccc(NC(=O)Cn2cc(C(=O)C3CC3)c3ccccc32)cc1,1%&26%,4%,-15&1,5%&4%,3%,8%
CCCCN(C)CCNC(=O)c1cc2cc3ccc(OC)cc3nc2o1,-8%,u,5,-17%,-2%,-1%
COc1cccc(CN(C)C(=O)c2ccc(OCC(=O)Nc3cccc(C(F)(F)F)c3)c(OC)c2)c1,u,u,-86*,4%,x,-20%
CCCCOc1ccc(C2(C(=O)O)CCCC2)cc1,7%,7%,48,-6%,5%,2%
Cc1cccc(NC(=O)CSc2nnc(NC(=O)C3CCC3)s2)c1,-2%,u,16,-5%,3%,11%
O=C(N/N=C/c1ccccc1)c1ccc(-c2ccccc2)cc1,-12%,-1%,-11,0%,7%,-3%

# Reprinted at random: five records from the list
SMILES,AmpC detergent,HCV inhibitor,HCMV inh,Sm TGR inh,Giardia FBPA inh,AMA1-RON2 inh
COc1ccc2c(c1)c(C(=O)CN1CCN(Cc3ccccc3)CC1)c(C)n2C,-4%,-29%,50,0%,-10%,-18%
CCCN1CCc2c(sc(NC(=O)CCS(=O)(=O)c3ccccc3)c2C(N)=O)C1,u,-22%,-92*,79%[activator],-26%,-11%
COc1cccc(CN(C)C(=O)c2ccc(OCC(=O)Nc3cccc(C(F)(F)F)c3)c(OC)c2)c1,u,u,-86*,4%,x,-20%
CC(C)OC(=O)NCCOC(=O)Nc1ccccc1Cl,u,-5%,u,-9%,0%,1%
O=C(N/N=C/c1ccccc1)c1ccc(-c2ccccc2)cc1,-12%,-1%,-11,0%,7%,-3%

# (cont.)
SMILES,AmpC detergent,HCV inhibitor,HCMV inh,Sm TGR inh,Giardia FBPA inh,AMA1-RON2 inh
CCCCOC(=O)c1ccc(NC(=O)COC(=O)CN2C(=O)NC3(CCCC3)C2=O)cc1,x,20%,19,x,x,11%
Cc1ncc([N+](=O)[O-])n1Cc1ccc(Cl)cc1,0%,7%,0,5%[57.1 µM],1%,0%
COc1ccc(/C=C/c2nc3sc4c(c3c(=O)o2)CCC4)cc1,x,23%,-37,x,x,-5%
CCOC(=O)C1=C(CN2CCOCC2)NC(=O)NC1c1cc(C)ccc1C (configuration not stated),-12%,9%,-32,7%,-3%,3%
Nc1c(-c2ccc(Cl)cc2)cnn1-c1ccccc1,1%,-13%,x,8%,3%,12%
CCn1c(O)c(C=NCCN2CCOCC2)c(=O)n(CC)c1=S,-7%,16%,89,u,4%,54%[activator]
COc1ccccc1NC(=O)/C=C/c1cc([N+](=O)[O-])ccc1OC(F)F,u,u,17,11%,2%,-18%
N#CCc1ccc(NC(=O)CSc2nnc(C3CC3)n2C2CC2)cc1,0%,7%,8,1%,x,-8%
CSCCC(NS(=O)(=O)c1c(Cl)cccc1Cl)C(=O)O (configuration not stated),3%,15%,u,2%,2%,12%
O=C(O)c1cccc(-c2ccc(/C=c3/sc4nc5ccccc5n4c3=O)o2)c1,0%,14%,20,-26%,-1%,14%
COc1ccc(S(=O)(=O)Nc2cccnc2)c(Cl)c1Cl,-1%,11%,-8,10%,15%,-12%
COc1cc(OC)c(NC(=O)CCc2nc(-c3ccc(C)cc3)no2)cc1Cl,-14%,u,58,-11%,-2%,-6%

# Next part (2 carried over from the part before).
SMILES,AmpC detergent,HCV inhibitor,HCMV inh,Sm TGR inh,Giardia FBPA inh,AMA1-RON2 inh
COc1ccc(S(=O)(=O)Nc2cccnc2)c(Cl)c1Cl,-1%,11%,-8,10%,15%,-12%
COc1cc(OC)c(NC(=O)CCc2nc(-c3ccc(C)cc3)no2)cc1Cl,-14%,u,58,-11%,-2%,-6%
COCCN(Cc1nc(C(c2ccccc2)c2ccccc2)no1)C(C)C,2%,-2%,5,-26%,0%,10%
O=C(CCCN1C(=O)NC2(CCCC2)C1=O)Nc1cccc(S(=O)(=O)N2CCOCC2)c1,-11%,9%,-19,-21%,x,-14%
CCCn1c(SCc2ccon2)nc2ccccc2c1=O,3%,-29%,-12,-15%,4%,-17%
Cc1cc2nc(C)n(CCCN)c2cc1C,0%,-14%,-12,-22%,-13%,-21%
COc1cc2[nH]c(=O)n(CCCCCC(=O)NCCc3ccccc3)c(=O)c2cc1OC,2%,x,2,-3%,x,x
COc1cc(/C=N/NC(=O)CSc2cc(C)c(Br)cc2C)ccc1O,2%,u,-30,-9%,1%,56%[activator]
COc1ccc(CCNC(=O)Nc2ccc(F)cc2F)cc1OC,3%,-11%,-8,9%,-5%,-8%
Cc1ccc(-c2csc3ncnc(Oc4cccc5ccc(C)nc45)c23)cc1,u,-1%,u,0%,-4%,-14%
COc1ccc(C2=NOC(C(=O)N3CCN(c4ccccc4OC)CC3)C2)cc1 (configuration not stated),1%,7%,-12,-5%,1%,0%
Cc1ccc(CNC(=O)Cn2ccn(-c3cccc(Cl)c3)c(=O)c2=O)cc1,11%,x,-23,-1%,x,x
Cc1ccc(-c2[nH]c3ccccc3c2C(C[N+](=O)[O-])c2ccco2)cc1 (configuration not stated),2%,-18%,-5,79µM*,-12%,-8%
COc1ccc(C(=O)N=c2nc3ccccn3s2)cc1,u,-15%,92,-2%,-4%,-5%
CCN(CC)C(=O)Cn1cc(C(=O)C(=O)N(CC)C2CCCCC2)c2ccccc21,-2%,6%,14,0%,x,24%
O=C(NC(=S)Nc1ccc(Oc2ccc(Cl)cc2)cc1)c1ccccc1,0%,u,-87*,-17%,-2%,64%[activator]
NS(=O)(=O)c1ccc(CNC(=O)c2ccccc2SCC(=O)N2CCCC2)cc1,u,16%,-20,0%,x,15%
COCCNC(=O)c1ccc2c(c1)C(=O)c1ccccc1-2,-14%,u,86,-25%,-3%,-5%
COC(C[C@@H]1O[C@H]1C(=O)[C@@H](C)OCc1ccccc1)OC,x,-2%,14,x,x,-4%
CCN(CC(=O)NC1CCS(=O)(=O)C1)S(=O)(=O)c1ccccc1Cl (configuration not stated),-4%,0%,-9,-20%,-6%,-6%
COC(=O)c1cc(OC)c(OC)cc1NCC(=O)Nc1ccc(C)cc1,0%,2%,-8,-19%,2%,4%
CCN(CC)C(=O)CSc1nc2cc3c(cc2c(=O)n1CCCCCC(=O)NCCc1ccc(OC)c(OC)c1)OCO3,-7%,x,-83*,-8%,x,x
COc1ccc(-n2c(C)n[nH]c2=O)cc1,-8%,15%,-8,-13%,8%,-3%
O=C(Nc1cccc2ccccc12)c1cccc(F)c1,3%,3%,30,-15%,2%,2%
CC1CC(NC(=O)/C(C#N)=C/c2ccc[nH]2)CC(C)(C)C1 (configuration not stated),0%,3%,u,8%,4%,-6%
CCN1CCN(Cc2ccc(NC(=O)Nc3ccccc3Cl)cc2)CC1,u,-11%,64,-4%,4%,-2%
CCOC(=O)Cc1nn(CCc2ccccn2)c(=O)c2ccccc12,u,-3%,u,0%,0%,7%
Cc1[nH][nH]c(=O)c1C(c1ccc(-c2cccc(Cl)c2)o1)c1c(C)[nH][nH]c1=O,1%,-1%,x,7.1µM*,5µM*,23%
CCc1ccc(C(=O)NC2=NC(c3cc(OC)ccc3OC)CC(=O)N2)cc1 (configuration not stated),13%,x,-9,10%,x,x
COc1ccc(/C=C/C2=NN(C)C(=O)CC2)cc1,5%,1%,x,2%,1%,-2%
C=CCC[C@H](Cc1ccc(F)cc1)C(=O)OC[C@@H](C)NC(=O)[C@@H](CC=C)CC(=O)N[C@H](CO)Cc1ccccc1,x,4%,-21,x,x,9%
COC(=O)c1ccc(COc2ccc(C(C)(C)C)cc2)o1,-1%,-12%,168,0%,4%,27%
COc1ccc2c(c1)cc1c(=O)n(CC(=O)NC3CCCCC3)nc(C)n12,17%,x,-9,0%,x,x
COC(=O)C1C2C=CC3(CN(Cc4ccco4)C(=O)C13)O2 (configuration not stated),1%,16%,10,28µM*,-2%,11%
COC(=O)[C@]1(C)N[C@H](CN(C)C(=O)Nc2ccccc2)[C@@H]2C(=O)N(C)C(=O)[C@@H]21,x,2%,20,x,x,0%
Cc1ccc(C(=O)Nc2ccc(S(=O)(=O)N3CCc4ccccc43)cc2)o1,1%,u,-25,-28%,-7%,-3%
CCC1(c2ccc(F)cc2)NC(=O)N(CC(=O)c2ccc[nH]2)C1=O (configuration not stated),u,14%,14,u,-3%,0%
CC(C1CC1)N(Cc1ccccc1)C(=S)Nc1ccccc1Cl (configuration not stated),4%,u,-23,3%,-4%,24%
COc1ccc(NC2c3ccccc3C(=O)N2c2ccccn2)cc1Cl (configuration not stated),u,-8%,6,0%,2%,-17%

# Rows are unselected (roughly 9.3% active in at least one column).
